Screening data: PubChem, The Scripps Research Institute Molecular Screening Center
TAAR1 agonist: agonists of human TAAR1 | Q96RJ0 | activation, % at 3 µM | actives 0.99% (n = 360,000) | CHO RD-HGA16 TAAR1, Fluo-8 calcium fluorescence; vehicle wells 0%, saturating PEA agonist 100%;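 active means activation above the mean activation of all test compounds in the run plus 3 SD, cut at about 38% in these data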
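System: CHO RD-HGA16 cells carrying human TAAR1 plus Gα16; Incubation: 17-24 h seeding, 75 min 37 °C dye, 30 min RT; Measured by: Fluo-8 fluorescence, 5 s baseline then 140 s kinetic read; Control set: DMSO and PEA EC100; Replication: single well for each compound.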
M1 PAM parental: counter-screen for M1 PAMs: effect in parental CHO-K1 cells | ATP EC20, Fluo-8 calcium fluorescence; 0% at ATP EC20, 100% at ATP max | activation, % at 3 µM | actives 0.02% (n = 360,000) | AID 602247;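 active means activation above the run cutoff, the mean activation of all test compounds plus 3 SD, cut at about 40% in these data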;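 further: peak over basal fluorescence ratio in a 140 s read after ATP addition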
CHRM1 agonist: agonists of human M1 muscarinic receptor; AID 588814; actives 0.33% (n = 360,000); activation, % at 3 µM; P11229; CHO-K1 hM1, Fluo-8 calcium fluorescence, agonist mode; 0% DMSO, 100% acetylcholine EC100;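 active means activation above the run's mean compound activation plus 3 SD, cut at about 16% in these data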;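 further: peak over basal fluorescence ratio within a 140 s kinetic read after compound addition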
Target sequence (P11229 whole entry, looked up): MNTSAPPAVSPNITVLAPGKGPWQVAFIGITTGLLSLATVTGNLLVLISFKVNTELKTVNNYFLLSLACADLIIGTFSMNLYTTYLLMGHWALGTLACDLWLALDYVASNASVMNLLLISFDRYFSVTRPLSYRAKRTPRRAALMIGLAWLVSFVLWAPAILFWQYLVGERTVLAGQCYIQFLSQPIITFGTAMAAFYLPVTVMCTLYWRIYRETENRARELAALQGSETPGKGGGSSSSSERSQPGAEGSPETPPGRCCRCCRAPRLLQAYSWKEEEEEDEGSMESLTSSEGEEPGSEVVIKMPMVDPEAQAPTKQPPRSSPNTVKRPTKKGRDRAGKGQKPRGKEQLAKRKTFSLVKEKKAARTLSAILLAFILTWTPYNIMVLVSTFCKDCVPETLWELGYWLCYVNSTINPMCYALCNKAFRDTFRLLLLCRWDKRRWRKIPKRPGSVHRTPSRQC
TAAR1 antag: antagonists of human TAAR1; Q96RJ0; CHO RD-HGA16 TAAR1, Fluo-8 calcium fluorescence, antagonist; inhibition, % at 3 µM; actives 1.5% (n = 360,000);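 active means inhibition above a per-plate cutoff, the mean inhibition of test compounds on that plate plus 3 SD, cut at about 49% in these data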;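 further: 0% = DMSO plus EC80 beta-PEA response and 100% = DMSO alone without agonist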
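Material: RD-HGA16 CHO cells with stable hTAAR1 and Gα16; Dosing: single nominal final test compound concentration of 3 µM; Schedule: seeding 17-24 h prior, 75-min 37 °C, 30-min RT dye loading; Detection: kinetic Fluo-8 calcium fluorescence measurement; Measure: % inhibition from peak post-agonist over basal fluorescence ratio; Benchmarks: vehicle and agonist controls.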
CHO-K1 Ca ag: counter-screen for M1 agonists: effect in parental CHO-K1 cells. actives 0.48% (n = 360,000). AID 602248. activation, % at 3 µM. Fluo-8 calcium fluorescence; scaled to maximal ATP response, vehicle zero; in the data active means activation above about 15%;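 further: untransfected CHO-K1 host cells lacking M1 receptor as counterscreen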
OXTR potentiator: potentiates the human oxytocin receptor response | P30559 | CHO-OTR cells, Fluo-8 calcium fluorescence, potentiator mode; 0% = oxytocin EC15, 100% = EC100 | activation, % at 3 µM | actives 0.061% (n = 320,000) | AID 2445;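 active means activation above that plate's cutoff, the mean activation of tested compounds plus 3 SD, cut at about 6.6% in these data, passing the limit was not always enough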;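 further: 100% uses oxytocin at 75 nM as the full agonist control; some results filed as inactive read as strong as hits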
Target sequence (P30559 whole entry, looked up): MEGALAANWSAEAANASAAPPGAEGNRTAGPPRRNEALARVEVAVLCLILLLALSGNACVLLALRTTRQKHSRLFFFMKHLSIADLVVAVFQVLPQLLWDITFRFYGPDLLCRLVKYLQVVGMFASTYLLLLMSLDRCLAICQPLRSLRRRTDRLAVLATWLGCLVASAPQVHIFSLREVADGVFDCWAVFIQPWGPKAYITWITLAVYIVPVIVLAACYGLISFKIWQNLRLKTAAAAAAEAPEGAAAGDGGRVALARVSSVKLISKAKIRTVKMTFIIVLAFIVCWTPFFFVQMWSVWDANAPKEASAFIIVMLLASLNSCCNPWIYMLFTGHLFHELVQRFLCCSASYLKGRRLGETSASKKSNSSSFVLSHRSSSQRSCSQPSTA
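Replication – single well per compound, singlicate · Assay system – CHO cell line stably expressing human OTR · Timing – 6 min pre-incubation, 100 s read · Measure – normalized max/min fluorescence ratio, % activation · Doses – 3.0 µM, one dose · Detection – Fluo-8 calcium dye fluorescence · Probe or stimulus – oxytocin near EC15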
CHO-K1 Ca antag: counter-screen for M1 antagonists: effect in parental CHO-K1 cells; ATP-induced calcium, Fluo-8 fluorescence; inhibition, % at 3 µM; actives 0.6% (n = 360,000); AID 602250;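 active means inhibition above a per-plate cutoff, the plate's mean sample inhibition plus 3 SD, cut at about 24% in these data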;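 further: 0% = DMSO plus EC80 ATP and 100% = DMSO alone without ATP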
V1R ag counter: activates human V1a receptor in oxytocin agonist counter-screen; P37288; CHO-V1R cells, Fluo-8 calcium fluorescence, agonist mode; 0% DMSO, 100% 3 nM vasopressin; activation, % at 3 µM; actives 0.25% (n = 320,000); AID 2797;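 active means activation above the mean activation of all tested compounds plus 3 SD, per screening run, cut at about 20% in these data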;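 further: signal is peak over basal fluorescence ratio across a 100 second FLIPR read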
CHO parental Ca: counter-screen: ATP calcium response change in parental CHO cells. parental CHO-K1, ATP-induced calcium, Fluo-8 fluorescence. inhibition, % at 5.6 µM. actives 0.63% (n = 330,000). AID 463079;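 active means inhibition above that plate's mean sample inhibition plus 3 SD, cut at about 26% in these data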;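 further: 0% = ATP-challenged DMSO wells and 100% = DMSO wells without ATP; some compounds past the cut are filed as inactive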
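Measured by: calcium-sensitive Fluo-8 fluorescence / Test system: CHO parental line / Controls: ATP-challenged DMSO wells low, unchallenged DMSO wells high / Measure: % inhibition / Compound: single nominal dose of 5.6 µM per compound / Replicates: single well per compound, no replicates / Reagent: ATP as calcium-mobilizing challenge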
Numbers without * were called inactive; / = no result given.

Compound	TAAR1 agonist	M1 PAM parental	CHRM1 agonist	TAAR1 antag	CHO-K1 Ca ag	OXTR potentiator	CHO-K1 Ca antag	V1R ag counter	CHO parental Ca
Cc1cc(C(=O)Cn2cc(C(F)(F)F)ccc2=O)c(C)n1CC1CCCO1 (configuration not stated)	0.5	17.4	-1.4	-17.8	1.2	-5.2	-21.3	1.2	-0.8
CCCC1OC2CC3C4CCC5=CC(=O)C=CC5(C)C4C(O)CC3(C)C2(C(=O)O)O1 (configuration not stated)	5.0	-5.2	0.7	-17.0	13.8	-9.1	14.3	0.6	-10.2
CC(C)=CCN1CCN(CC#Cc2ccccc2)CC1CCO (configuration not stated)	1.3	31.1	-5.8	-14.6	1.6	-0.2	-24.4	-0.8	-31.1
O=C(Nc1ccccc1Cl)Nc1cccnc1Cl	0.7	17.4	-1.9	10.5	-0.3	-11.7	-12.7	-1.3	4.8
CCOC(=O)C1=CN(Cc2ccco2)S(=O)(=O)NC1c1cccc(OC)c1 (configuration not stated)	1.8	-3.9	-1.9	-9.4	0.3	/	-17.7	/	-17.1
O=C(NCc1ccco1)C1CCN(S(=O)(=O)N2CCOCC2)CC1	12.1	17.7	-7.4	13.1	0.8	-4.7	-13.8	0.2	-4.6
O=C(CSc1nc2ccccc2s1)N1CCOCC1	2.9	20.0	-2.7	5.8	4.8	-4.1	-5.8	0.5	1.7
Cc1ccc(S(=O)(=O)N2CCC(C(=O)NC3CCCC3)CC2)cc1Cl	8.4	-0.2	-3.3	-1.7	0.9	-5.6	-7.0	0.0	-7.0
COc1cccc(CNC(=O)COC(=O)C2CC3CCCC(C2)C3=O)c1 (configuration not stated)	2.2	7.0	-2.8	-6.4	0.0	-9.3	4.0	-1.0	-2.2
C[C@@]12CCC=C[C@H]1[C@H](c1ccoc1)N(Cc1ccccc1)C2=O	1.9	-8.8	-5.4	-3.5	-0.6	0.0	-7.6	-0.8	-15.4
CCC(C)c1ccccc1NC(=O)c1cc2cccc([N+](=O)[O-])c2[nH]1 (configuration not stated)	-2.8	15.4	-4.0	14.8	2.3	-16.9	-9.8	-2.6	-35.6
CC(=O)NS(=O)(=O)c1cccnc1Nc1ccc(Cl)cc1	8.5	11.4	-2.0	-1.1	0.7	-6.1	4.1	0.3	-7.6
C#CCN(C#N)c1nc(NCC)nc(NC(C)C)n1	9.3	17.5	-0.9	-0.8	0.7	2.1	-5.1	0.5	-3.9
O=C(CSc1nnc(CNC(=O)c2ccccc2F)o1)Nc1ccc2c(c1)OCCO2	1.3	10.7	9.4	-4.1	-0.2	-9.1	-8.2	-0.1	-10.6
CC(C)(C)S(=O)N1Cc2ccc(CO)cc2[C@@H]1CCO (some centres not stated)	4.3	-3.8	-2.3	-7.8	-0.2	/	2.8	/	/
CC(Cc1c[nH]c2ccccc12)NC(=O)OCCCl (configuration not stated)	6.1	25.8	-4.0	-13.3	0.9	-3.5	-18.9	1.8	-1.2
Cn1c(SCC(=O)N2CCc3ccccc32)nnc1C1CC1	4.4	27.9	-4.7	-8.8	-0.2	-3.9	-15.9	0.3	-2.2
CCN1/C(=c2/s/c(=C3/C(=O)N(c4ccccc4)N=C3C)n(CC)c2=O)C=Cc2ccccc21	-0.9	-12.6	-3.6	9.3	5.6	-3.7	6.2	-0.1	-1.4
CC1=C(C(=O)N(C)C)CC(CC(=O)NCc2cccc3ccccc23)C(=O)N1Cc1ccc(F)cc1 (configuration not stated)	2.6	15.4	-7.5	0.6	1.0	/	4.3	/	/
CC/C(C)=N/Nc1ccc(S(=O)(=O)N2CCCC2)cc1[N+](=O)[O-]	0.8	25.5	-10.0	-9.8	1.1	-6.1	-11.3	0.0	-13.4
CCc1ccc(N(C(=O)c2ccco2)C(C(=O)NC2CCCC2)c2ccco2)cc1 (configuration not stated)	11.1	19.0	-2.8	2.6	0.8	-5.3	-3.5	-1.1	-16.6
COc1cc(CNc2ccc(S(N)(=O)=O)cc2)ccc1OCc1ccccc1F	7.1	5.6	-0.3	24.9	9.6	/	6.3	/	/
Cc1ccc(S(=O)(=O)Nc2ccc(C(N)=O)cc2)cc1[N+](=O)[O-]	12.1	22.5	-8.0	-5.0	0.7	1.6	-9.0	-0.1	-19.3
COC(=O)c1ccc([C@@H](O)[C@H](C)C(=O)CC(=O)OC(C)(C)C)cc1	2.4	24.1	-0.1	5.5	0.8	-1.5	-16.2	1.3	-9.5
CC(C)NC(=O)Nc1ccc2c(c1)C(=O)N([C@H](C)CO)C[C@H](C)[C@@H](CN(C)S(=O)(=O)c1ccccc1)OCCCC[C@@H](C)O2	1.6	11.1	-0.3	17.8	0.2	/	6.0	/	/
O=C(CSCc1cnn(-c2ccccc2)c1-n1cccc1)NCCN1CCOCC1	7.1	2.9	-5.5	-5.3	0.5	-11.0	-3.6	-0.1	-5.2
CC(OC(=O)Cc1n[nH]c(=O)c2ccccc12)C(=O)Nc1ccc(F)cc1 (configuration not stated)	1.3	-9.5	-4.5	-3.1	-0.1	-4.2	12.7	-0.6	1.9
CN(Cc1c(F)cccc1Cl)C(=O)CNC(=O)c1cccs1	0.8	-8.6	-0.9	7.7	0.4	-11.5	7.3	-0.6	-3.3
CCOC(=O)C1(C#N)Cc2ccccc2C1	0.2	-8.6	-2.9	4.9	-0.1	/	-18.6	/	/
CCN(c1ccc(N=Cc2c(O)n(Cc3ccc(OC)cc3)c(=O)c3ccccc23)cc1)C(C)C	4.6	-1.9	0.7	-4.3	-0.3	/	1.1	/	/
Cc1ccc(NC(=O)c2ccccc2O)cc1	8.3	12.9	-2.4	7.5	4.2	-8.9	1.2	9.0	-3.7
Cc1ccc(NC(=O)c2ccccc2OCC(=O)Nc2ccccc2F)cc1S(=O)(=O)N(C)C	25.7	9.8	0.6	68.5*	6.6	-11.2	-5.2	2.7	-2.6
Cc1ccc(N(CC(=O)O)S(=O)(=O)c2cccc3nonc23)cc1	2.5	18.9	-5.1	7.5	0.5	-11.9	-8.1	0.4	-7.1
CN(C)C(=O)CCc1ccc2c3c([nH]c2c1)[C@]1(C)[C@@H](C(=O)N2CCOCC2)C[C@H](CC(=O)NCCc2ccccn2)C(=O)N1CC3	14.4	9.2	-5.0	-26.1	0.3	/	-13.4	/	1.4
CC1CCCCC1NC(=O)CCn1ccc2cc(S(=O)(=O)N3CCCC3)ccc21 (configuration not stated)	/	17.3	-4.5	/	6.4	-11.4	0.7	0.5	-17.0
O=C(CCn1c2c(c3ccccc31)CCCC2)NNC(=O)c1ccc(Cl)c([N+](=O)[O-])c1	4.1	13.2	-3.3	11.2	0.7	-10.2	-6.0	4.1	-4.9
CC(=O)Nc1cccc(-c2csc(C(O)c3ccc(F)cc3)n2)c1 (configuration not stated)	8.9	3.2	0.8	-4.6	3.2	/	-5.7	/	/
CCCN1C(=O)C(NS(=O)(=O)c2ccc(N)cc2)(C(F)(F)F)C(C(=O)OC)=C1C (configuration not stated)	3.6	18.1	-0.4	17.0	3.4	-2.2	3.6	0.3	-9.9
CC(C)CN(C(=O)c1cc2ccccc2o1)c1c(N)n(CC(C)C)c(=O)[nH]c1=O	1.6	18.8	-3.2	-13.3	1.2	-0.7	-12.6	0.0	2.6
CN(CC(=O)NCCc1ccc(S(N)(=O)=O)cc1)S(=O)(=O)c1cccc2nsnc12	5.3	-2.4	3.1	-13.4	0.7	-5.2	1.0	-0.9	8.6
Cc1cc(C)n(-c2ccc(F)cc2CN2CCN(Cc3ccccc3)C(CCO)C2)n1 (configuration not stated)	0.2	12.5	-6.5	-22.4	1.4	1.2	-10.8	0.8	-21.2
CC(=O)N1CCN=C1SCc1cccc(C(F)(F)F)c1	4.7	13.4	-3.0	12.1	0.0	1.8	-5.0	0.1	-27.1
CC(C)NC(=O)c1c(O)c2ccccc2[nH]c1=O	12.3	28.5	-7.0	2.9	0.9	-6.8	-15.7	-1.1	-13.5
COc1ccc(-c2cc(C(F)F)n3ncc(C(=O)Nc4cc(C)on4)c3n2)cc1	4.0	0.8	-1.4	-5.2	-0.3	-5.9	0.0	-0.3	-13.4
CC(=O)C1=C(O)C(=O)N(CCN2CCOCC2)C1c1ccccc1 (configuration not stated)	6.1	-3.1	-1.2	0.8	0.3	-7.6	-13.0	0.5	12.0
CC1(C)OC(=CC=Nc2ccc(Cl)cc2)OC1(C)C	2.8	11.8	-2.4	-25.2	0.2	-5.7	-0.7	1.6	-4.6
COc1ccc(/C=N/Nc2nc3ccccc3c(=O)n2-c2ccccc2)cc1OC	8.9	-9.6	1.6	10.2	1.7	5.2	10.7	0.4	-14.3
COCCSc1ccccc1C(=O)Nc1nccs1	0.8	14.0	-2.1	20.1	0.4	-4.5	-6.0	-0.1	-2.0
CC(=O)Cn1nnc2sc(-c3ccccc3)cc2c1=O	0.7	7.1	-3.0	1.3	1.8	-19.1	-12.3	0.9	-6.1
O=C1Oc2ccccc2C(=O)/C1=C/N1CCN(c2ccccc2F)CC1	39.4*	-1.9	-4.6	-20.8	0.1	-13.4	-1.7	0.7	3.0
C#CCOCCOCCOCCNc1nc(N2CCN(C(=O)C([C@@H](C)O)n3cc([C@@H](N)CCCCN)nn3)CC2)nc(N2CCN(C(=O)[C@H](CCC(=O)O)n3cc([C@@H](N)CCCCN)nn3)CC2)n1 (some centres not stated)	9.4	13.7	-5.5	6.9	0.1	-0.7	-13.6	1.4	4.2

Reformatted field by field: entries from further up
SMILES: CC1CCCCC1NC(=O)CCn1ccc2cc(S(=O)(=O)N3CCCC3)ccc21 (configuration not stated)
  TAAR1 agonist = /; M1 PAM parental = 17.3; CHRM1 agonist = -4.5; TAAR1 antag = /; CHO-K1 Ca ag = 6.4; OXTR potentiator = -11.4; CHO-K1 Ca antag = 0.7; V1R ag counter = 0.5; CHO parental Ca = -17.0
SMILES: O=C(CCn1c2c(c3ccccc31)CCCC2)NNC(=O)c1ccc(Cl)c([N+](=O)[O-])c1
  TAAR1 agonist = 4.1; M1 PAM parental = 13.2; CHRM1 agonist = -3.3; TAAR1 antag = 11.2; CHO-K1 Ca ag = 0.7; OXTR potentiator = -10.2; CHO-K1 Ca antag = -6.0; V1R ag counter = 4.1; CHO parental Ca = -4.9
